FBW7 act: human FBW7 E3 ligase activation, primary screen | Q969H0 | AlphaScreen FBW7–phospho-cyclin E peptide binding, activator screen | normalized activity (activation), % at 26.1 µM | 650,000 tested, 0.13% active; in the data active = normalized activity above about 1.9%;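 also: purified mutant Fbw7 with reduced substrate affinity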
Target sequence (Q969H0 whole entry, looked up): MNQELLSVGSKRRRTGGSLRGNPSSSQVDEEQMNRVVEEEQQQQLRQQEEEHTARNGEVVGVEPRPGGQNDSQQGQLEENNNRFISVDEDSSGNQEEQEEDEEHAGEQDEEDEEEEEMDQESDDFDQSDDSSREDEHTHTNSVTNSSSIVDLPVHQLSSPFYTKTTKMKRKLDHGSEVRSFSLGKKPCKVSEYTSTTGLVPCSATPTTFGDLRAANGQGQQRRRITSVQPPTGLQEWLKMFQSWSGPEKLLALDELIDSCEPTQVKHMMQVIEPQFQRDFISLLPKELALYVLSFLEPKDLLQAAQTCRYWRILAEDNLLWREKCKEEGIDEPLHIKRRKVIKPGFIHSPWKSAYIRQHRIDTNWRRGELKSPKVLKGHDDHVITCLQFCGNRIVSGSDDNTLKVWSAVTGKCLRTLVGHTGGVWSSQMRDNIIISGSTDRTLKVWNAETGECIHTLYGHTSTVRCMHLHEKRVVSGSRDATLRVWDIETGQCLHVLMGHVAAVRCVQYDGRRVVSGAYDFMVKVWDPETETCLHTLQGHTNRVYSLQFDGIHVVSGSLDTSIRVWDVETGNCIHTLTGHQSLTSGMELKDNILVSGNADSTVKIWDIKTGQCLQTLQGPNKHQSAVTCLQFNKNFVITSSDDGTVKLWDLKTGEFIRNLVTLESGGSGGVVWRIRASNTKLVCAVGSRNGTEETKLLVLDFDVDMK
MITF primary: inhibitors of human MITF. AlphaScreen MITF homodimerization, bead proximity signal. inhibition, % at 2.6 µM. 650,000 tested, 0.91% active. AID 1259374; in the data active = inhibition above about 50%;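 also: 0% = vehicle wells with protein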
GPR151 ag: human GPR151 activation; PathHunter beta-arrestin GPR151 cells, luminescence; 650,000 tested, 1% active; activation, % at 11.2 µM; in the data active = activation above about 4.9%;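 also: 0% = median of compound wells and 100% = cells with positive control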
TEAD-YAP block: TEAD-YAP interaction inhibition; HEK-TIYL cells, TEAD-Gal4/YAP UAS-luciferase luminescence; inhibition, % at 9.12 µM; 640,000 tested, 1.4% active; in the data active = inhibition above about 32%;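 also: 0% = median of test compound wells and 100% = reference inhibitor wells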
An asterisk follows results filed as active; & = joins results of further samples.

1: CC1(C)Cc2ccccc2C(NNC(=O)c2ccccn2)=N1
2: CC1=CC(=C(C#N)C#N)C=C(c2ccccc2)O1
3: NC(=O)c1c(NC(=O)COc2ncnc3c(Cl)cc(Cl)cc23)sc2c1CCC2
4: N#CC1=C(SCC(=O)Nc2cccc(Cl)c2)NC2=C(C(=O)CCC2)C1c1ccco1 (stereo not given)
5: CC(C)N(CCNC(=O)c1ccc2nc(Nc3ccncn3)sc2c1)C(C)C
6: O=C(O)c1cc2cc(Cc3cccnc3)ccc2o1
7: COc1ccc(N(C(C)C(=O)Nc2ccc3c(c2)OCO3)S(C)(=O)=O)cc1 (stereo not given)
8: CN(C)CCOc1ccc(-c2cccc(Cl)c2)cn1

screen / no.	1	2	3	4	5	6	7	8
GPR151 ag	-0.8	-0.2	-0.8	-1.2	-1.5	1.9&0.5	-0.5	-2.3
TEAD-YAP block	2	4	-17	-16	10	4	1	-12
FBW7 act	-0.1	0.0	0.0	0.1	-0.2	0.0	0.1	0.3
MITF primary	-6	-2	23	19	7	1&0	10	-3

Along the list, as entered above:
FBW7 act, entries 2–8, in order: 0.0, 0.0, 0.1, -0.2, 0.0, 0.1, 0.3

Single values from the list.
entry 5 in FBW7 act → -0.2
entry 3 in FBW7 act → 0.0

(next part)
9: O=C(CN(Cc1ccccc1)S(=O)(=O)c1ccc(Br)cc1)N1CCOCC1
10: CCOC(=O)c1c(NC(=O)COc2c(C)ccc(C)c2C)sc(C)c1C
11: Nc1nc[nH]c(=O)c1N=Cc1ccccc1[N+](=O)[O-]
12: O=C1CCC(Cc2ccccc2)C(C(=O)O)C1 (stereo not given)
13: CCSc1ccccc1C(=O)Nc1nc(-c2ccc(OC)cc2OC)cs1
14: COC(=O)CCC(=O)O/N=C(\C)c1ccccc1
15: Cc1cc(C(=O)CSc2nnc(N)s2)c(C)n1Cc1cccs1
16: CCCCOC(=O)c1ccc(NC(C)=O)cc1

screen / no.	9	10	11	12	13	14	15	16
GPR151 ag	0.0	-1.0	1.6	0.3	-0.5	0.7	-1.7	0.6
TEAD-YAP block	2	-6	3	3	-12	0	58*	-14
FBW7 act	0.8	0.0	0.0	0.0	-0.1	0.2	-0.1	-0.3
MITF primary	17	-2	7	0	-6	-6	13	16

17: CC1=C(C(=O)OCC(C)C)C(c2ccccc2Br)NC(=O)N1 (stereo not given)
18: O=C1CCCC2=C1C(c1ccc(Cl)cc1)C1C(=O)c3ccccc3C1=N2 (stereo not given)
19: COc1cc(OC)c(C(=O)N2CCN(Cc3ccc4c(c3)OCO4)CC2)cc1OC
20: O=[N+]([O-])CC(c1ccco1)c1c(-c2ccc(Cl)cc2)[nH]c2ccccc12 (stereo not given)
21: CCOc1ccc2nc(NC(=O)Cn3cccc3)sc2c1
22: COC(=O)COc1cc(C)cc2oc(=O)c(Cc3ccccc3)c(C)c12
23: O=C(CSc1nc2ccccc2c(=O)n1CC1CCC(C(=O)NCc2ccccc2)CC1)NCCc1ccccc1 (stereo not given)
24: CCOc1ccc(S(=O)(=O)N2CCCC(c3nnc(COc4ccccc4)o3)C2)cc1 (stereo not given)

screen / no.	17	18	19	20	21	22	23	24
GPR151 ag	0.6	0.8	-2.1	0.2	1.5	0.3	0.4	-1.4
TEAD-YAP block	-1	9	6	-5	-19	-4	5	16
FBW7 act	0.0	-0.1	0.3	-0.2	-0.2	0.4	-0.1	0.6
MITF primary	6	9	12	-4	12	3	8	1

25: COC(=O)c1c(NC(=O)CC2SC(N)=NC2=O)sc(C)c1C (stereo not given)
26: O=C1CSC(c2cccc(C(F)(F)F)c2)N1c1ccc(I)cc1 (stereo not given)
27: CCCOc1ccc(/C=N/Nc2nccnc2Cl)c(O)c1
28: CCOC(=O)c1ccc(NC(=O)NNS(=O)(=O)c2cc(OC)ccc2OC)cc1
29: CN(C(=O)NCc1noc2ccccc12)c1ccccc1
30: O=S(=O)(NCc1ccccn1)c1cccc2cccnc12
31: O=C(OCC(=O)N1CCc2ccccc21)c1ccc([N+](=O)[O-])cc1Cl
32: CCOc1ccc2c(c1)sc(=NC(=O)c1ccc(S(=O)(=O)N(C)C)cc1)n2CC

screen / no.	25	26	27	28	29	30	31	32
GPR151 ag	0.8	-1.0	-6.5	1.6	-3.3	-0.4	-1.5	1.9
TEAD-YAP block	6	-3	-36	16	5	1	-13	8
FBW7 act	0.1	0.1	0.1	0.0	0.4	0.1	-0.1	-0.1
MITF primary	1	-28	33	1	1	18	-2	7

33: CC1CCc2c(sc(NC(=O)c3cc4ccccc4o3)c2C#N)C1 (stereo not given)
34: Cc1ccc(-c2nc(N)sc2CC(=O)OCC(=O)NCc2cccs2)cc1
35: CCOC(=O)c1c(NC(=O)CSc2nccn2C)sc2c1CCCC2
36: Cc1c(C(=O)Nc2ccc3c(c2)OCO3)sc2ncn(CC(=O)N3CCCCC3C)c(=O)c12 (stereo not given)
37: O=C(Nc1ccc2c(c1)OCO2)c1ccccn1
38: O=C(N/N=C/c1ccc(Cl)c([N+](=O)[O-])c1)c1cc(-c2cccs2)[nH]n1
39: CCOc1ccc2cc(C3CC(c4ccc(Br)cc4)=NN3C(=O)CC)c(=O)[nH]c2c1 (stereo not given)
40: CCOC(=O)c1c[nH]c2c(OCC)cccc2c1=O

screen / no.	33	34	35	36	37	38	39	40
GPR151 ag	1.5	0.9	-0.6	-0.4	-9.8	0.3	0.3	-0.3
TEAD-YAP block	-19	2	1	-3	11	0	8	-4
FBW7 act	0.0	0.0	0.0	-0.3	0.0	-0.1	-0.1	0.1
MITF primary	-8	6	11	-1	-3	-1	-8	13

41: Nc1c(C(=O)Nc2ccccc2)sc2nc3cc4c(cc3cc12)OCO4
42: COCc1ccc(CN2CCN(CC=C(C)C)C(CCO)C2)o1 (stereo not given)
43: COc1cc(NC(=O)Cn2c3ccccc3c(=O)c3ccccc32)cc(OC)c1OC
44: Cc1ccccc1CC1(CO)CCCN(S(=O)(=O)c2cccc3cccnc23)C1 (stereo not given)
45: CCc1ccc(C(=O)NCCCN2CCOCC2)cc1
46: Cc1coc2cc3oc(=O)c4c(c3cc12)CCC4
47: O=C(C(=O)N1CCN(Cc2ccc3c(c2)OCO3)CC1)N1CCCCC1
48: CCc1ccc(CN2CCN(Cc3ccc(OC)cc3OC)CC2)cc1

screen / no.	41	42	43	44	45	46	47	48
GPR151 ag	0.2	2.7	-0.4	1.0	0.3	0.9	-0.8	-1.4
TEAD-YAP block	-43	-12	0	-2	-4	12	4	-10
FBW7 act	-0.1	0.2	0.1	0.1	0.2	0.1	0.0	0.6
MITF primary	-12	-16	6	1	4	8	-8	66*

49: C=CCn1c(SCC(=O)O)nnc1-c1cc(Br)ccc1O
50: O=C(CN1C(=O)C2CCCCC2C1=O)Nc1nc2ccc(Br)cc2s1 (stereo not given)
51: CC1CCCN(C(=O)CCNS(=O)(=O)c2ccc3c(c2)oc(=O)n3C)C1 (stereo not given)
52: CCN(CC)c1nc(NCCO)nc(Nc2ccc(-n3ccnc3)cc2)n1
53: O=[N+]([O-])c1cc(F)c(N2CCOCC2)cc1N1CCN(S(=O)(=O)c2ccccc2)CC1
54: Cc1ccc2nc(CCl)[n+]([O-])c(-c3ccccc3)c2c1
55: CSc1cccc(NC(=O)CCNS(=O)(=O)c2ccc3[nH]c(=O)ccc3c2)c1
56: Cc1sc(NC(=O)/C=C/c2ccccc2)c(C(N)=O)c1C

screen / no.	49	50	51	52	53	54	55	56
GPR151 ag	-0.8	0.2	-0.3	0.0	1.0	-1.0	1.8	2.1
TEAD-YAP block	-2	-9	3	29	4	7	-9	-31
FBW7 act	-0.2	0.0	0.0	0.1	0.0	0.6	-0.4	0.4
MITF primary	0	-3	4	-1	3	11	-2	5

57: CC1(C)CC(=O)/C(=C(/O)Cc2ccccc2)C(=NCCO)C1
58: CCCN1C(=O)/C(=c2\sc3n(c2=O)C(c2ccccc2)C(C(=O)OCC)=C(C)N=3)c2ccccc21 (stereo not given)
59: COCCNC(=O)c1cc2c(=O)n3cccc(C)c3nc2n(C)c1=N
60: CCOC(=O)C(NC(=O)c1ccccc1)=C(C)C
61: O=C(c1ccoc1CN1CCOCC1)N1CCC(c2ncncc2-c2ccncc2)CC1
62: Cc1cc2sc(NC(=O)C(C)(Cl)Cl)nc2cc1Cl
63: CC(C)CC(=O)N1CCN(S(=O)(=O)c2ccc(Cl)cc2)CC1
64: CCOC(=O)c1ccc(-n2c(C)c(C)n3c4c(=O)n(CC(C)C)c(=O)n(C)c4nc23)cc1

screen / no.	57	58	59	60	61	62	63	64
GPR151 ag	-0.3	0.5	-1.1	0.4	-0.1	-1.9	0.5	2.1
TEAD-YAP block	3	-11	1	-2	4	-28	-1	8
FBW7 act	-0.1	0.0	-0.1	-0.1	-0.2	-0.1	0.0	-0.2
MITF primary	-2	11	-5	12	7	8	1	8

7 entries picked at random from the list so far, as already listed:
29: CN(C(=O)NCc1noc2ccccc12)c1ccccc1
37: O=C(Nc1ccc2c(c1)OCO2)c1ccccn1
58: CCCN1C(=O)/C(=c2\sc3n(c2=O)C(c2ccccc2)C(C(=O)OCC)=C(C)N=3)c2ccccc21 (stereo not given)
36: Cc1c(C(=O)Nc2ccc3c(c2)OCO3)sc2ncn(CC(=O)N3CCCCC3C)c(=O)c12 (stereo not given)
46: Cc1coc2cc3oc(=O)c4c(c3cc12)CCC4
49: C=CCn1c(SCC(=O)O)nnc1-c1cc(Br)ccc1O
13: CCSc1ccccc1C(=O)Nc1nc(-c2ccc(OC)cc2OC)cs1

screen / no.	29	37	58	36	46	49	13
GPR151 ag	-3.3	-9.8	0.5	-0.4	0.9	-0.8	-0.5
TEAD-YAP block	5	11	-11	-3	12	-2	-12
FBW7 act	0.4	0.0	0.0	-0.3	0.1	-0.2	-0.1
MITF primary	1	-3	11	-1	8	0	-6

Next section
65: CCCn1c(=O)c(C(=O)Nc2c(C)n(C)n(-c3ccccc3)c2=O)c(O)c2ccccc21
66: CCCCCNc1nc(=S)[nH]c2ccccc12
67: Cc1cc(NC(=O)CSc2nnc3c(C)cc4cc5c(cc4n23)OCO5)no1
68: O=C(NC1CC1)c1ccc(-c2ccc(C(=O)NCc3ccccc3)s2)cc1
69: Oc1ccc(-c2nc3cnccn3c2NCC2CCCO2)cc1 (stereo not given)
70: COc1cccc(OC)c1OCCCCOc1ccc([N+](=O)[O-])cc1
71: Cc1cc(C)c(C#N)c(SCC(=O)c2ccc(C(=O)CSc3nc(C)cc(C)c3C#N)cc2)n1
72: CCOC(=O)c1sc2nc(SCC(=O)Nc3ccc(N(C)C)cc3)n(Cc3ccccc3Cl)c(=O)c2c1C

screen / no.	65	66	67	68	69	70	71	72
GPR151 ag	-1.0	0.5	-0.2	-3.4	1.1	1.0	0.9	-0.2
TEAD-YAP block	7	1	-1	-7	1	-8	2	8
FBW7 act	0.1	-0.1	0.2	0.2	-0.1	-0.5	-0.1	0.1
MITF primary	10	-9	14	13	2	-6	-32	-6

Three compounds out of the list, sorted by molecular weight, low to high.
69: Oc1ccc(-c2nc3cnccn3c2NCC2CCCO2)cc1 (stereo not given)
67: Cc1cc(NC(=O)CSc2nnc3c(C)cc4cc5c(cc4n23)OCO5)no1
72: CCOC(=O)c1sc2nc(SCC(=O)Nc3ccc(N(C)C)cc3)n(Cc3ccccc3Cl)c(=O)c2c1C

screen / no.	69	67	72
GPR151 ag	1.1	-0.2	-0.2
TEAD-YAP block	1	-1	8
FBW7 act	-0.1	0.2	0.1
MITF primary	2	14	-6

Carrying on.
73: Cc1cc(C)cc(N=C2NC(=O)/C(=C/c3ccccc3)S2)c1
74: COc1ccc(NC(=O)CSc2cc(C)c3ccccc3n2)cc1
75: CCCCCC(=O)Nc1ccc(C(=O)Nc2cccc(C)c2C)cc1
76: COCCN1C(=O)c2oc3ccc(C)cc3c(=O)c2C1c1ccc(O)c(OC)c1 (stereo not given)
77: COc1cc(CNCc2ccncc2)cc(OC)c1OC
78: O=C(NCCc1ccc(F)cc1)c1ccc([N+](=O)[O-])cc1Cl
79: Cc1nc(SCC(=O)N2CCCC2)c2c(C)c(C)sc2n1
80: O=C(COc1cccc(NC(=O)C(F)(F)C(F)F)c1)N1CCOCC1

screen / no.	73	74	75	76	77	78	79	80
GPR151 ag	0.6	-0.7	0.5	-0.3	-0.8	11*	3.9	-1.3
TEAD-YAP block	-2	-1	7	2	-1	-83	2	-1
FBW7 act	0.1	0.1	0.0	0.0	0.0	0.0	0.1	0.1
MITF primary	3	19	2	-7	58*	11	4	22

High-throughput results: PubChem, The Scripps Research Institute Molecular Screening Center
